sEH activator – increases human soluble epoxide hydrolase activity | P34913 | purified human sEH enzymatic activity, activator screen | activation, % at 2 µM | hit rate 0.04% among 91,000 | AID 717; in the data active means activation above about 37%; further: values of inactives mirror those of a sister screen read the other way
H69AR growth 86K – growth inhibitors of human H69AR lung tumor cells. H69AR lung tumor viability, ATP luminescence, 72 h; active compounds read low. hit rate 6% among 85,000. viability, % at 10 µM. AID 598;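 active means viability at or below 40%; inactive means viability above 40%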;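 further: multidrug resistant small cell line overexpressing MRP-1 efflux transporter; 100% = mean luminescence of untreated control wells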
ERa coact inh – blocks coactivator binding to human estrogen receptor alpha; TR-FRET ER-alpha LBD / SRC-1 peptide, estradiol-bound; inhibition, % at 25.6 µM; hit rate 1.7% among 86,000; in the data active means inhibition above about 50%;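 further: 0% = receptor plus peptide control and 100% = peptide only without receptor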
Target sequence (P03372 whole entry, looked up, the tested form may be a part): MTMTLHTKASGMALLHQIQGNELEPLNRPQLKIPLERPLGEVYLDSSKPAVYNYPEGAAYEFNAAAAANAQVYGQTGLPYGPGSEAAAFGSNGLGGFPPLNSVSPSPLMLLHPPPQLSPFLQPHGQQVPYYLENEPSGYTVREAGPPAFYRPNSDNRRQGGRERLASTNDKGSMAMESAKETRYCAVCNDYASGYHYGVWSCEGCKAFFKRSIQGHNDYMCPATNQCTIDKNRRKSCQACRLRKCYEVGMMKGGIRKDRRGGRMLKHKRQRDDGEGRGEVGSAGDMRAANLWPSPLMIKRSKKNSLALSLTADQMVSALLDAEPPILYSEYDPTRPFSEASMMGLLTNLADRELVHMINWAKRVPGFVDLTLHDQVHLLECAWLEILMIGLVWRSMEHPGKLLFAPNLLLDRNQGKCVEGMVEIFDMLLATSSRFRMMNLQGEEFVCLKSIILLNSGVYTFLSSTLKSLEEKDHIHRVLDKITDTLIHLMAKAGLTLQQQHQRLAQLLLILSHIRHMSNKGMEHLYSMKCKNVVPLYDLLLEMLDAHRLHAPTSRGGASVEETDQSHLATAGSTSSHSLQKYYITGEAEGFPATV
Smad3 FoxH1 inh – Smad3 (human) transcription factor binding inhibition; P84022; TR-FRET Smad3/Dy647-FoxH1 peptide binding, europium anti-His; inhibition, % at 25 µM; hit rate 0.29% among 88,000; AID 630;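 active means compounds that reduce the energy-transfer binding signal between the protein and its labelled peptide by more than half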;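 further: 0% = Smad3 plus labelled peptide maximal FRET and 100% = peptide-only background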
Target sequence (P84022 whole entry, looked up): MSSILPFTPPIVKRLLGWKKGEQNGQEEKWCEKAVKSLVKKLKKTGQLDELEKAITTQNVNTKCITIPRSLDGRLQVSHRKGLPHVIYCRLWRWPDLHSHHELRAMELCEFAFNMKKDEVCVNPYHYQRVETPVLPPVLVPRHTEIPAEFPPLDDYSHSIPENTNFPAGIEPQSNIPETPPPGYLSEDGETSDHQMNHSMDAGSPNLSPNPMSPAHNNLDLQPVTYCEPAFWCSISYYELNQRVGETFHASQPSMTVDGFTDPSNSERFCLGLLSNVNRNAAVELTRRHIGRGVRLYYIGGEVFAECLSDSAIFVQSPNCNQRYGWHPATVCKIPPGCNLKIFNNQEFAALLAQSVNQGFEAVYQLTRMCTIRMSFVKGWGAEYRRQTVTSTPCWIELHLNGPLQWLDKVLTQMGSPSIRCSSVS
ERb coact inh – ER-beta (human) coactivator binding inhibition; inhibition, % at 25.6 µM; Q92731; hit rate 1.3% among 86,000; TR-FRET ER-beta LBD / SRC1-Cy5 peptide binding; receptor agonist-loaded with 1 µM estradiol; AID 633;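 active means compounds whose percent inhibition of the receptor-coactivator binding signal exceeds about 50% in the single-dose screen, limit read from the data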;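 further: 0% = receptor plus peptide wells without compound and 100% = peptide-only wells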
Calb biofilm kill – kills Candida albicans biofilms; C. albicans biofilm + clotrimazole, Alamar Blue; inhibition, % at 6 µM; hit rate 0.14% among 85,000; AID 834;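 active means inhibition above 20%; inactive means inhibition below 20%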;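 further: preformed 24 hr biofilms exposed to compound for 48 hr; 0% = biofilm without compound and 100% = blank killed by clotrimazole plus chlorhexidine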
Fibroblast inh – blocks proliferation of human lung fibroblasts. AID 719. LL 47 human lung fibroblast viability, ATP luminescence; active compounds read low. viability, % at 10 µM. hit rate 1.1% among 85,000;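 active means viability at or below 50% in the single dose screen; inactive means viability above 50%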;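 further: compound exposure lasted 72 h before the ATP readout; 100% = median luminescence of untreated cell-only wells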
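Benchmarks: Cell-only wells, no compound | Test system: LL 47 human lung fibroblasts, passage 12 or lower | Input: 1,150 cells/well | Measured by: CellTiter-Glo luminescence measuring cellular ATP | Medium: IMEM, 15% FBS supplement | Schedule: Overnight attachment after seeding, then 72 h compound exposure at 37 °C | Doses: Compound addition at 0.1% DMSO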
ERa SRC1 pot – enhances coactivator binding to human estrogen receptor alpha | hit rate 1.3% among 86,000 | coactivator binding (% of control), % at 25.6 µM | TR-FRET ERalpha-LBD/SRC-Cy5 coactivator binding, 2 h; 100 = basal binding, no effect | AID 639 | P03372; in the data active means activity above about 200%;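 further: binding measured in presence of low estradiol as agonist stimulus; 0% = peptide alone without receptor and 100% = receptor with peptide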
HUVEC inhibit – inhibitors of human endothelial cell proliferation; AID 648; hit rate 1.1% among 86,000; viability, % at 10 µM (by protocol); HUVEC proliferation, CellTiter-Glo luminescence, 72 h; active compounds read low;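 active means viability at or below 30%; inactive means viability above 30%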;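 further: 100% = median luminescence of DMSO-only cell control wells on each plate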
* marks the source's active call; other numbers are inactive results; x = not tested or not shown; [ ] = dose if it differs, or a comment. These rows are one share of the data; rates above refer to the full screens.

SMILES | sEH activator | H69AR growth 86K | ERa coact inh | Smad3 FoxH1 inh | ERb coact inh | Calb biofilm kill | Fibroblast inh | ERa SRC1 pot | HUVEC inhibit
O=C(Cn1c(=O)n(Cc2ccco2)c(=O)c2ccccc21)NCC1CCCO1 (stereo not drawn) | x | 89 | -8 | 3 | -4 | 11 | 106 | 116 | 98
Cc1cc(C)n(CCc2nc(-c3ccco3)cs2)n1 | 11 | 100 | 38 | -6 | 26 | 0 | 101 | 102 | 89
O=C1CC(c2cccs2)Cc2nc(NCC3CCCO3)ncc21 (stereo not drawn) | 8 | x | 24 | -2 | 45 | 6 | 90 | 102 | 94
O=C(Cn1cccc1)Nc1ccc(OC(F)(F)F)cc1 | -13 | 102 | -10 | -1 | -6 | 7 | 99 | 118 | 102
O=C(Nc1ccc(-c2nc3cc(Cl)ccc3o2)cc1)C1CCCO1 (stereo not drawn) | 4 | 33* | 13 | -9 | 23 | -1 | 71 | 114 | 113
C/C(=N\NC(N)=O)C1(C)CCCCC1 | 28 | 102 | 15 | 13 | -5 | 2 | 97 | 96 | 102
O=C(NCC12CC3CC(C1)CC(CNC(=O)N1CCCC1)(C3)C2)N1CCCC1 | -24 | 84 | 0[fluorescence artefact?] | -6 | 1[fluorescence artefact?] | 8 | 92 | 104 | 95
CCN1CCN(C2CCN(C(C)=O)CC2)CC1 | x | 99 | 1 | 0 | -4 | 8 | 102 | 96 | 112
CC(=O)NCCc1ccc(S(=O)(=O)NC2OC(=O)c3ccccc32)cc1 (stereo not drawn) | -1 | 85 | 4 | 0 | 29 | -2 | 102 | 112 | 90
Cc1c(C#N)c2ccccc2n1CC(=O)NCC1CCCO1 (stereo not drawn) | -4 | 97 | -2 | -2 | -1 | x | 98 | 115 | 89
Cc1ccc2c(c1)N(C(=O)CSc1nncn1C)C(C)(C)c1ssc(=S)c1-2 | 19 | 40 | -6[fluorescence artefact?] | 12 | -6 | 10 | 88 | 107[fluorescence artefact?] | 86
COc1cnc(N(C)C)nc1Sc1ccc(Cl)cc1 | -2 | 84 | -8 | 5 | 5 | 8 | 100 | 85 | 75
COc1ccccc1-c1nc(C#N)c(N2CCC(C(N)=O)CC2)o1 | 17 | 96 | -16 | 14 | -17 | 7 | 89 | 99[fluorescence artefact?] | 95
CCOc1ccc(-c2nc(C#N)c(NCC3CCCO3)o2)cc1 (stereo not drawn) | 0 | 99 | -8 | -17 | -4 | 6 | 92 | 96 | 94
Cc1c(NCc2cc(Cl)ccc2O)c(=O)n(-c2ccccc2)n1C | -5 | 108 | 0 | 11 | -12 | 7 | 101 | 94 | 106
O=C1C(=O)N(CCCN2CCOCC2)C(c2cccs2)/C1=C(/O)c1ccc2c(c1)OCO2 (stereo not drawn) | 3 | 97 | 9[fluorescence artefact?] | -3 | 3[fluorescence artefact?] | 1 | 97 | 109[fluorescence artefact?] | 95
O=S(=O)(CCSc1nc2ccccc2o1)c1nc2ccccc2s1 | -7 | 95 | -20 | 7 | -14 | 6 | 6.2* | 116 | 12*
Cc1ccc(C(=O)O)cc1S(=O)(=O)N1CCC(C(=O)O)CC1 | 2 | 102 | 0 | -1 | 2 | 6 | 98 | 152 | 89
CC(=O)Nc1ccc(S(=O)(=O)N2CCCN(S(=O)(=O)c3ccc(C)cc3)CC2)cc1 | 4 | 76 | -3 | 4[fluorescence artefact?] | -9 | 6 | 99 | 118 | 95
CNc1oc(-c2ccccc2)nc1C#N | x | 105 | 3 | -2 | 6 | 3 | 94 | 78 | 97
CCOC(=O)C1CCN(C(=O)Cc2c(C(=O)O)n(CC)c3ccccc23)CC1 | x | 103 | 5[fluorescence artefact?] | 8 | 4[fluorescence artefact?] | -4 | 101 | 111 | 91
COc1ccc2[nH]c(=O)c(CN(C(=O)c3cccnc3)c3ccccc3OC)cc2c1 | -2 | 89 | -1 | 5 | -5 | 5 | 96 | 106 | 103
N#Cc1ccsc1NC(=O)CN1CCN(c2ccccn2)CC1 | 18 | 95 | 15 | -2 | 14 | 0 | 101 | 97 | 104
CCOC(=O)C1=C(C)OC(N)=C(C#N)C1c1ccc(O)c(OC)c1 (stereo not drawn) | -4 | 96 | 0 | 4 | 0 | 4 | 97 | 95 | 100
O=C(Nc1ccccc1F)c1ccco1 | -2 | 99 | -13 | 8 | -9 | 1 | 101 | 108 | 97
CCc1cc(=O)oc2cc(C)cc(OC(C)C(=O)O)c12 (stereo not drawn) | -14 | 97 | -3 | 1 | 6 | 10 | 102 | 119 | 104
CSc1nnc(-c2ccco2)n1-c1ccccc1 | 10 | 94 | -9 | 12 | -6 | 5 | 93 | 106 | 98
COc1cc(CNc2ccccc2Oc2cc(=O)n(C)c(=O)n2C)cc(OC)c1OC | -7 | 83 | 1 | 5 | -1 | 4 | 98 | 116 | 87
CCCNS(=O)(=O)c1ccc2c(c1)CCCN2C(C)=O | x | 83 | -1 | -2 | 7 | 5 | 97 | 101 | 90
CCc1ccc(C2C(C#N)=C(N)C(C#N)(C#N)C3=CCC(C(C)(C)C)CC32)cc1 (stereo not drawn) | 4 | 79 | -1 | 6 | 0 | 5 | 64 | 93 | 2.3*
CC(=O)c1cc2c(=O)c3ccccc3oc2nc1C | 9 | 93 | 36 | 0 | 13 | 7 | 100 | 96 | 96
C=CCSC1=C(C#N)C(c2ccccc2)CC(=O)N1 (stereo not drawn) | -1 | 53 | 11 | 1 | 12 | 7 | 101 | 93 | 100
Cc1c(/C(O)=C2\C(=O)C(=O)N(CCCN(C)C)C2c2ccccc2)cnn1-c1ccccc1 (stereo not drawn) | x | 97 | -2[fluorescence artefact?] | 5 | 3[fluorescence artefact?] | 4 | 101 | 92 | 109
Cc1c(C(=O)O)cnc2cc(-c3ccc(Cl)cc3)nn12 | x | 99 | 0 | -3 | 1 | 0 | 102 | 105 | 93
CN(C)S(=O)(=O)c1ccc(S(=O)(=O)N2CCCC2)cc1 | -3 | 107 | 17 | 3 | 2 | 4 | 93 | 115 | 89
Cc1ccc(C(=O)NNC(=O)c2ccc(SCC3CCCO3)c([N+](=O)[O-])c2)cc1 (stereo not drawn) | -13 | 90 | 0 | 3 | 3 | 2 | 102 | 100 | 97
COc1ccc(CN2C(=O)c3cccnc3C2Nc2ccc(C)cc2)cc1 (stereo not drawn) | -5 | 105 | -4 | 5 | -2 | 5 | 106 | 139 | 102
Cc1ccc(-c2csc3ncnc(Sc4nnc(CN5CCCCCC5=O)o4)c23)cc1 | x | -0.2* | -4 | 40 | 6 | -2 | 31* | 102 | 61
CCc1nc2c(cnn2-c2ccc(Cl)cc2)c(=O)n1-c1ccc2c(c1)OCCO2 | -9 | 51 | 0 | -2 | 3 | 2 | 91 | 107 | 94
COc1ccc(CCCc2nnc(SCC(=O)Nc3ccc(C)c(C)c3)o2)cc1 | -9 | 92 | -11 | 17 | 3 | 5 | 98 | 97[fluorescence artefact?] | 103
Cc1nc(NC(=O)CSc2nnnn2C)sc1C | 0 | 100 | 11 | 2 | 3 | 9 | 97 | 105 | 91
Cc1ccc(C(C)C)c(OCC(O)CN2CC(C)OC(C)C2)c1 (stereo not drawn) | 20 | 83 | -2 | -5 | 51*[fluorescence artefact?] | 11 | 89 | 97 | 97
Cc1cccc(-n2cnc(C(=O)N/N=C\c3ccc(Br)cc3)c2)n1 | -1 | 47 | -8 | 12 | 32 | -2 | 87 | 515*[fluorescence artefact?] | 83
CC1(C)Cc2c(sc(NC(=O)c3ccco3)c2C#N)CO1 | -4 | 104 | 3 | -8 | 3[fluorescence artefact?] | 5 | 110 | 114 | 96
CC1CCN(c2ccccc2N)CC1 | -1 | 98 | -1 | 10 | 4 | 5 | 100 | 112 | 96

One compound at a time, from the list above. Screens in order: sEH activator, H69AR growth 86K, ERa coact inh, Smad3 FoxH1 inh, ERb coact inh, Calb biofilm kill, Fibroblast inh, ERa SRC1 pot, HUVEC inhibit
Record of `CC(=O)c1cc2c(=O)c3ccccc3oc2nc1C` = 9, 93, 36, 0, 13, 7, 100, 96, 96
Record of `CN(C)S(=O)(=O)c1ccc(S(=O)(=O)N2CCCC2)cc1` = -3, 107, 17, 3, 2, 4, 93, 115, 89
Record of `Cc1c(/C(O)=C2\C(=O)C(=O)N(CCCN(C)C)C2c2ccccc2)cnn1-c1ccccc1` (stereo not drawn) = x, 97, -2[fluorescence artefact?], 5, 3[fluorescence artefact?], 4, 101, 92, 109
Record of `COc1ccc(CN2C(=O)c3cccnc3C2Nc2ccc(C)cc2)cc1` (stereo not drawn) = -5, 105, -4, 5, -2, 5, 106, 139, 102

The list goes on:
SMILES | sEH activator | H69AR growth 86K | ERa coact inh | Smad3 FoxH1 inh | ERb coact inh | Calb biofilm kill | Fibroblast inh | ERa SRC1 pot | HUVEC inhibit
CC(C)C(NS(=O)(=O)c1cccc2nsnc12)C(=O)NCCC1=CCCCC1 (stereo not drawn) | 5 | 79 | 10[fluorescence artefact?] | 3 | 0[fluorescence artefact?] | 10 | 94 | 105[fluorescence artefact?] | 93
CCCCOC(=O)c1ccc(NC(=O)c2cnccn2)cc1 | -4 | 80 | -8 | 0 | -7 | 2 | 93 | 122 | 108
CCOC(=O)c1c(C)[nH]c(N=Nc2ccccc2C)c1C | 2 | 82 | -9 | 2 | 1 | 1 | 90 | 103 | 82
COc1ccc(Nc2ncnc3ccccc23)cc1 | -2 | 94 | -9 | 1 | -7 | 3 | 108 | 107 | 105
O=C(O)c1ccccc1S(=O)(=O)c1ccccc1CO | -4 | 91 | -7 | 0 | -7 | x | 102 | 132 | 111
CC(C)NC(=O)CN1CCC(O)(c2ccccc2)CC1 | 2 | 99 | 2 | -2 | -10 | x | 97 | 115 | 92
CC(C)(C)c1ccc(S(=O)(=O)N2CCN(CCC#N)CC2)cc1 | x | 85 | -5 | 5 | -7 | 3 | 93 | 125 | 91
CN(C)CCNC(=O)C(C(=O)c1ccc(F)cc1)n1ccccc1=O (stereo not drawn) | 1 | 84 | 3[fluorescence artefact?] | 2 | -9 | x | 105 | 111 | 108
CCOC(=O)c1[nH]c(C)c(C(=O)c2cc(F)ccc2F)c1C | -13 | 30* | 1 | 13 | 1 | 3 | 57 | 117 | 50
O=C(NCCN1CCCCC1)c1cc(OCC(F)(F)F)ccc1OCC(F)(F)F | 10 | 89 | -8 | 5 | 0 | 10 | 103 | 109 | 98
O=C(c1cccs1)N(C(=O)c1cccs1)c1ccccn1 | x | 95 | 0 | 1 | 3 | -2 | 99 | 103 | 101
CCCCn1c(=O)n(C)c(=O)c2c(C(F)(F)F)cc(-c3ccncc3)nc21 | 4 | 69 | 1 | 5 | -1 | 11 | 94 | 83 | 100
CCS(=O)(=O)n1nc(-c2ccccc2)cc1N | 8 | 95 | -7 | -7 | -4 | 4 | 98 | 115 | 96
CC12CC3(C)CC(C)(C1)CC(NC(=O)N1CCCC1)(C2)C3 | -1 | 86 | 5 | -6 | -11[fluorescence artefact?] | 7 | 103 | 102 | 108
CCN(CC)c1ccc(NC(=O)c2cnc3ccccn3c2=O)c(C)c1 | x | 81 | -41[fluorescence artefact?] | -1 | -1[fluorescence artefact?] | -3 | 98 | 629*[fluorescence artefact?] | 66
OC(COc1ccc(Cl)c2ccccc12)CN1CCN(c2ccccn2)CC1 (stereo not drawn) | x | 101 | 1[fluorescence artefact?] | -6 | 13 | 3 | 105 | 75 | 34
Clc1ccc(CSc2nc3ccncc3[nH]2)cc1 | -3 | 73 | 2 | -1 | 4 | 4 | 89 | 91 | 89

Bioassay records from PubChem.
